# High-throughput results as filed in PubChem BioAssay.
# Ecoli viability = bacterial growth inhibition, counter-screen for AddAB inhibitors. AID 449728. 330,000 compounds, 0.27% hits. inhibition, % at 11.9 µM. E. coli V3065 growth, OD600 absorbance, 18 h;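 active = inhibition above the campaign's mean inhibition across all tested compounds plus 3 SD, cut at about 9.9% in these data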;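 also: uninfected addAB+ strain grown without phage in ampicillin broth; 0% = DMSO wells and 100% = ciprofloxacin 0.95 µg/ml wells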
# Rtt109 HAT inh = blocks Candida albicans Rtt109/Vps75 acetyltransferase activity; purified Rtt109/Vps75, ThioGlo CoA-SH fluorescence, 4 h; inhibition, % at 34.9 µM; 330,000 compounds, 0.16% hits; AID 540336;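 active = inhibition of at least 50% in every replicate; inconclusive = best replicate reaches 50% inhibition but some replicates fall short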
# Target sequence (Q5AAJ8 whole entry, looked up): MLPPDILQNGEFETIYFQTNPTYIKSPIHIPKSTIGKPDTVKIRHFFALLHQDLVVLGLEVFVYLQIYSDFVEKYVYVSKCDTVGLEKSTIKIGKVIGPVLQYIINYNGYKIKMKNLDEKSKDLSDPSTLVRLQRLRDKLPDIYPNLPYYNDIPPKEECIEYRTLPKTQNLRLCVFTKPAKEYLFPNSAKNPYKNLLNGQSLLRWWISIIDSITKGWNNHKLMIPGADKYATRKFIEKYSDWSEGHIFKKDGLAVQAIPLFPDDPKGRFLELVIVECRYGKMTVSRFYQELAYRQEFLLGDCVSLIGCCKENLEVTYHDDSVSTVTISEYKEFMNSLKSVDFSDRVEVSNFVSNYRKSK
# Tat transport = E. coli Tat transport inhibition; E. coli MC4100 TorA-mCherry Tat export, fluorescence; 340,000 compounds, 0.036% hits; inhibition, % at 10 µM;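 active = mean replicate inhibition at least 50% and at least half of replicates individually reaching 50%; inconclusive = only one of the two criteria met; inactive = neither criterion met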;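 also: exported cargo escapes ClpAP degradation while cytoplasmic cargo is degraded and loses fluorescence; 0% = median of neutral control wells and 100% = median of NaSCN control wells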
# Wnt bcat act = activators of Wnt/beta-catenin signaling; Wnt/beta-catenin reporter cell assay, activator, plate reader; activation, % at 9.35 µM; 300,000 compounds, 1.2% hits; in the data active = activation above about 30%, passing the limit was not always enough; inconclusive = no clear call, values can overlap the other calls;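 also: 0% = neutral control wells and 100% = positive control wells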
# phage Ecoli inh = E. coli growth loss with phage present. growth absorbance. inhibition, % at 11.9 µM. 360,000 compounds, 0.26% hits. AID 651602; in the data active = inhibition above about 11%
# PfHsp90 yeast 2 = inhibits growth of yeast expressing Plasmodium falciparum Hsp90; 310,000 compounds, 0.32% hits; inhibition, % at 9.4 µM; S. cerevisiae expressing PfHsp90, BacTiter-Glo ATP, 48 h; yeast lacking PDR1 and PDR3 efflux regulators;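 active = every replicate shows inhibition above about 80%, whatever the replicate mean, limit read from the data; inconclusive = mean inhibition reaches the set limit but some replicate falls short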;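 also: 0% = DMSO neutral controls and 100% = 20 µM radicicol positive controls; yeast relying on Plasmodium falciparum Hsp90 in place of its own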
# PvdQ acylase = P. aeruginosa PvdQ acylase inhibition; purified PvdQ acylase, fluorescence plate reader; inhibition, % at 10 µM; 340,000 compounds, 0.063% hits; in the data active = inhibition above about 30%, passing the limit was not always enough; inconclusive = no clear call, values can overlap the other calls;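 also: 0% = vehicle neutral wells and 100% = reference inhibitor wells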
# CAL PDZ FP = inhibitors of human CAL PDZ peptide binding; purified CAL PDZ, TMR-peptide fluorescence polarization, 1 h; inhibition, % at 20 µM; 330,000 compounds, 0.02% hits; AID 504414; Q9HD26;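 active = highest replicate inhibition of at least 40%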;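 also: plate controls were DMSO neutral control wells for no effect and unlabeled competitor peptide control wells for full effect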
#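 Material: tagged CAL PDZ protein CerCALP, purified; buffer or medium: sodium phosphate/NaCl buffer pH 7.4 with TCEP, IgG, Thesit; also added: fluorescent TMR peptide probe; schedule: 1 h incubation at room temperature before polarization reading; technique: fluorescence polarization from S- and P-plane intensities, G-factor corrected; control set: unlabelled peptide and DMSO controls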
# AddAB inh = less growth of phage-infected E. coli with AddAB; inhibition, % at 11.9 µM; E. coli expressing H. pylori AddAB, absorbance growth; AID 435030; 330,000 compounds, 0.29% hits; in the data active = inhibition above about 12%;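 also: 0% = vehicle wells of infected cells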
# DAGLB inh = blocks human DAGLB lipase activity. Q8NCG7. HEK293T DAGLB membrane lysate, EnzChek fluorogenic substrate. inhibition, % at 5.17 µM. 340,000 compounds, 0.059% hits; in the data active = inhibition above about 34%;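 also: 0% = enzyme with vehicle and 100% = wells lacking enzyme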
# Target sequence (Q8NCG7 whole entry, looked up): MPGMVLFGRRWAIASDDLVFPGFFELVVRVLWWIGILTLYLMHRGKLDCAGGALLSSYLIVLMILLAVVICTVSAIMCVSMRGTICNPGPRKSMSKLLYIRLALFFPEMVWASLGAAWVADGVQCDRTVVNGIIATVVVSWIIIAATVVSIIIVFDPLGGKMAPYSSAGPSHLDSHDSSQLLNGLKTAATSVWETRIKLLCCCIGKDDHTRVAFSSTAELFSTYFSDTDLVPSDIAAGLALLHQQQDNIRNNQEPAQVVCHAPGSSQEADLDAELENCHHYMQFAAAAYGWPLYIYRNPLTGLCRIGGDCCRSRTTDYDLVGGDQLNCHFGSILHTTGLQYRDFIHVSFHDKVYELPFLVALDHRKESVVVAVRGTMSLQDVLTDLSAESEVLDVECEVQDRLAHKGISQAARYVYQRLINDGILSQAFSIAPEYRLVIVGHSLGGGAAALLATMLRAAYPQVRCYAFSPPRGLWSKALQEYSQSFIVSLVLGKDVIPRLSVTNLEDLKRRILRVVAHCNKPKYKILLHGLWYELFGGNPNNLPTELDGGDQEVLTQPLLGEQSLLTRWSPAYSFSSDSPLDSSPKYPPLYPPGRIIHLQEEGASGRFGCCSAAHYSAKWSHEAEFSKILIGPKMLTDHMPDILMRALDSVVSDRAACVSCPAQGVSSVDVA
# * = called active by the depositor; ? = inconclusive; nt = not tested or not shown.
SMILES,Ecoli viability,Rtt109 HAT inh,Tat transport,Wnt bcat act,phage Ecoli inh,PfHsp90 yeast 2,PvdQ acylase,CAL PDZ FP,AddAB inh,DAGLB inh
CC(=O)c1c(N2CCOCC2)nc(=S)n(-c2ccc([N+](=O)[O-])cc2)c1C,-3.0,3,-8,nt,2.6,-17,-7,-0.3,1.0,3
COc1ccc(Nc2cc(C(=O)NCCCN3CCN(C)CC3)c3ccccc3n2)c(OC)c1,-2.5,7,-3,-2,5.8,-12,2,-0.5,-1.5,2
COCCN1C2=C(C(=O)CC(C)(C)C2)C(c2ccc(OC)c(OC)c2)C2=C1CC(C)(C)CC2=O,0.0,14,-12,0,1.9,-18,9,-1.2,-1.0,-1
COc1cc(-c2ccc3sc(-c4ccsc4)c(C#CCO)c3c2)cc(OC)c1OC,-2.0,-5,-2,-4,1.7,-8,-13,-3.0,-0.8,-3
Cc1ccc(Nc2c(F)c(F)c(F)c(F)c2C(=O)O)cc1,-0.8,6,1,0,3.5,-1,-15,0.0,0.3,6
COc1ccc(CC(=O)N(C)C2CCCCC2)cc1S(=O)(=O)N1CCOCC1,0.9,5,14,0,1.8,15,0,0.2,1.4,1
COC(=O)[C@H](C)NC(=O)Nc1ccc(OC)cc1OC,-0.6,1,-4,nt,3.8,13,-21,-3.6,1.7,-2
COc1ccc(-c2nnc(NC(=O)c3ccc(S(=O)(=O)N4CCCc5ccccc54)cc3)o2)cc1,-3.0,12,-3,nt,nt,17,-7,-1.0,-0.7,-8
CCOC(=O)c1cnc(-n2nc(C)cc2C)nc1Nc1cccc(C(=O)O)c1,-0.5,10,-5,nt,1.9,nt,-16,-1.2,0.5,1
O=C(NC1=NCCS1)c1ccc(Cl)s1,4.8,-7,3,30,4.4,nt,5,nt,2.9,2
CCOc1ccc(C(=O)NC(=S)Nc2ccc(NC(=O)c3ccco3)cc2)cc1[N+](=O)[O-],0.9,1,-3,nt,1.7,5,-15,-1.6,0.2,-1
CN1CCC(OC(=O)c2cc3cc(Br)ccc3oc2=O)CC1,0.1,-3,19,-3,2.1,13,-12,-0.5,3.0,4
CCOc1nc(OCC)nc(N2CCC(C)CC2)n1,-1.2,-9,-13,0,2.4,12,-7,-0.2,2.2,-1
COC(=O)c1ccccc1NC(=O)CN1CCCCC1,-1.6,4,-13,-3,3.4,-6,11,-1.4,5.0,0
NC1=NC[C@@H](CC2CCCCC2)N1CCc1cc(C(F)(F)F)cc(C(F)(F)F)c1,-1.1,2,-5,nt,nt,-3,-18,-0.9,-1.9,1
Clc1cccc(N2CCN(CCCN3CCN(c4ccccc4)CC3)CC2)c1,nt,0,-6,-2,1.6,-16,-15,0.1,nt,-1
O=C(N/N=C/c1ccc2cccc(OCc3ccccc3)c2n1)c1ccc(Cl)cc1,-4.4,-12,-2,3,0.6,-28,-15,8.1,-0.6,-5
Cc1cnc(C(=O)OCC(=O)Nc2oc(-c3ccccc3)c(-c3ccccc3)c2C#N)cn1,-1.3,4,4,-5,3.5,nt,-9,-3.0,-2.0,1
CCCC(=O)Nc1ccc(C(=O)Nc2nnc(COC)s2)cc1,0.7,-4,-18,nt,3.4,-3,-12,-1.2,0.5,3
CCOC(=O)[C@H]1O[C@@H]1C(=O)N[C@@H](CC(C)C)C(=O)NCCC(C)C,0.1,7,-1,-3,nt,7,5,0.5,0.0,0

# Complete entries from above.
# Listed for CN1CCC(OC(=O)c2cc3cc(Br)ccc3oc2=O)CC1 = Ecoli viability: 0.1; Rtt109 HAT inh: -3; Tat transport: 19; Wnt bcat act: -3; phage Ecoli inh: 2.1; PfHsp90 yeast 2: 13; PvdQ acylase: -12; CAL PDZ FP: -0.5; AddAB inh: 3.0; DAGLB inh: 4
# Listed for COC(=O)c1ccccc1NC(=O)CN1CCCCC1 = Ecoli viability: -1.6; Rtt109 HAT inh: 4; Tat transport: -13; Wnt bcat act: -3; phage Ecoli inh: 3.4; PfHsp90 yeast 2: -6; PvdQ acylase: 11; CAL PDZ FP: -1.4; AddAB inh: 5.0; DAGLB inh: 0

# Some of these compounds in order of molar mass, low to high.
SMILES,Ecoli viability,Rtt109 HAT inh,Tat transport,Wnt bcat act,phage Ecoli inh,PfHsp90 yeast 2,PvdQ acylase,CAL PDZ FP,AddAB inh,DAGLB inh
CCOc1nc(OCC)nc(N2CCC(C)CC2)n1,-1.2,-9,-13,0,2.4,12,-7,-0.2,2.2,-1
CCCC(=O)Nc1ccc(C(=O)Nc2nnc(COC)s2)cc1,0.7,-4,-18,nt,3.4,-3,-12,-1.2,0.5,3
CN1CCC(OC(=O)c2cc3cc(Br)ccc3oc2=O)CC1,0.1,-3,19,-3,2.1,13,-12,-0.5,3.0,4
CCOc1ccc(C(=O)NC(=S)Nc2ccc(NC(=O)c3ccco3)cc2)cc1[N+](=O)[O-],0.9,1,-3,nt,1.7,5,-15,-1.6,0.2,-1

# (more compounds)
SMILES,Ecoli viability,Rtt109 HAT inh,Tat transport,Wnt bcat act,phage Ecoli inh,PfHsp90 yeast 2,PvdQ acylase,CAL PDZ FP,AddAB inh,DAGLB inh
CC(=O)c1ccc(NC(=O)/C(=C\c2ccccc2)NC(=O)/C=C/c2ccccc2)cc1,1.9,2,-9,3,2.5,nt,-6,-0.3,2.5,0
Nc1nccnc1C(=O)OCC(=O)N1CCN(S(=O)(=O)c2ccc(Cl)cc2)CC1,-0.3,-1,10,-5,2.9,nt,-7,-0.7,-1.6,2
CCOC(=O)c1c(C)[nH]c(C)c1S(=O)(=O)NCC(=O)Nc1ccccn1,-0.7,0,-8,-3,1.7,5,-6,-0.7,2.1,0
CCN(CC(=O)Nc1c(F)cccc1F)C(=O)COc1ccc2c(C)cc(=O)oc2c1,0.8,1,-5,-1,1.5,-13,7,-1.6,-0.8,-1
COCCCNC(=O)C[C@H]1C[C@H](C(=O)N(C(C)C)C(C)C)[C@@]2(C)c3[nH]c4ccc(Cl)cc4c3CCN2C1=O,1.6,-4,14,3,1.0,6,-8,-0.4,-0.7,2
O=C(NCCc1ccncc1)C12CC3CC(CC(C3)C1)C2,-1.6,-1,-5,nt,2.9,nt,6,-0.6,0.1,-3
CC1=C(C(=O)NCCN2CCOCC2)C2(CCC(C)CC2)OC1=O (configuration not stated),-0.6,-10,-10,2,1.4,4,-9,0.0,-1.1,3
CC1=CC(C)(C)N2C(=O)C3(C(C#N)=C(N)OC4=C3C(=O)CCC4)c3c(C)c(C)cc1c32 (configuration not stated),-1.8,-13,?,nt,0.8,-4,0,0.9,-1.8,0
c1ccc(C[n+]2c(-c3ccccc3)csc2Nc2ccccc2)cc1,-2.9,0,1,1,2.2,-14,-19,-1.3,3.1,-8
Cc1ccc2nc(C)cc(C(=O)NC3CCCCCC3)c2c1,1.0,14,11,-2,2.3,nt,7,-1.4,-1.5,-4
CCN(CC)C(=S)Oc1ccc(Cl)cc1Cl,3.6,-5,7,-2,4.5,18,-3,1.0,5.3,-10
CCOCCN(C(=O)c1ccccc1Cl)c1ccccc1,-2.4,-1,-1,0,0.5,-1,-19,-1.5,1.1,-3
O=C(O)c1ccc(S(=O)(=O)N2CCC3(CC2)CC(=O)c2ccccc2O3)cc1,-1.3,8,-3,1,3.4,-9,5,-1.2,1.6,0
CC(C)c1ccc(NC(=O)c2cc(S(=O)(=O)NCC3COc4ccccc4O3)ccc2F)cc1 (configuration not stated),-0.5,5,-11,nt,3.8,-17,3,-0.3,1.7,-6
O=C(NC1CC1)C1CCN(S(=O)(=O)c2ccc(Cl)cc2)CC1,-1.9,5,2,1,1.2,6,-8,-2.2,2.5,1
CSc1ccc(/C=C/C(=O)OCC(=O)NC2CCS(=O)(=O)C2)cc1 (configuration not stated),-0.2,-1,-9,6,2.4,7,0,0.2,-0.1,1
Clc1ccccc1OCCCn1ccnc1,-0.5,-2,4,-1,0.5,1,-14,-0.5,2.8,-1
Cc1ccc(S(=O)(=O)Nc2cc(-c3ccccc3)nn2C)cc1Cl,-0.2,-3,0,1,0.9,8,-11,-0.1,1.0,nt
O=C(O)/C=C/C(=O)OC1CC2CCC1C2 (configuration not stated),0.3,2,-3,4,-0.8,-6,-13,-0.9,1.3,1
CCCC(C(=O)NNC(=O)c1cc(C)oc1C)c1ccccc1 (configuration not stated),-3.5,-3,?,-3,-0.6,-12,11,0.5,0.7,-2
CCC1CCCCN1CCCNC(=O)c1cn(CC)c2ccc(S(=O)(=O)N3CCc4ccccc4C3)cc2c1=O (configuration not stated),-2.3,21,-3,0,2.7,-12,7,-2.7,-1.0,3
CC(C)C(=O)Nc1nc2cc3c(cc2s1)OCO3,-0.8,-2,-3,29,1.3,4,-7,-0.3,0.8,-8
COc1cc(OC)cc(-c2cc(N3C(=O)Nc4ccccc4N3O)n[nH]2)c1,0.3,nt,-8,-2,1.2,-11,4,-1.5,1.0,3
COc1cc(C(=S)N2CCOCC2)ccc1OC(=O)c1ccccc1C,2.9,9,-18,-3,-0.1,6,16,-0.1,4.1,-4
CCCn1c(CN2CCN(C(=O)c3ccco3)CC2)nc2cc(S(=O)(=O)N(C)C)ccc21,nt,4,-1,-4,-3.3,-8,-1,-2.3,nt,0
CCC(C)C(NC(=O)/C(=C\c1ccccc1)NC(=O)c1ccc(OC)cc1)C(=O)O (configuration not stated),-1.3,15,-2,-3,4.5,14,-19,-2.6,0.9,1
COc1ccc(NC(=O)/C(Cl)=C(/Cl)S(=O)Cc2ccccc2Cl)cn1 (configuration not stated),nt,?,-24,nt,nt,107*,-11,3.1,nt,nt
CCOc1ccc(OCCCC(=O)NC2=NCCS2)cc1,3.3,nt,-3,8,4.5,nt,-2,-1.5,4.3,-3
O=C(CSc1nc2ccccc2s1)NNC(=S)Nc1ccccc1,0.8,9,-5,-1,2.8,-12,-5,-2.0,0.2,4
COc1ccc(N2CCN(c3ncnc4sc(C(=O)NCC5CCCO5)c(C)c34)CC2)cc1 (configuration not stated),-3.0,4,-1,-1,-1.4,13,-23,-2.1,0.4,-4
O=C(COc1ccc(C(=O)c2ccc(F)cc2)cc1)Nc1cccc(S(=O)(=O)N2CCOCC2)c1,-0.2,-1,2,-2,4.7,2,-8,-1.6,2.7,-1
Cn1nc(C(C)(C)C)c(NC(=O)c2cccs2)c1C(C)(C)C,2.8,-11,-1,19,1.9,19,-3,-0.6,1.9,2
Cc1cccc(CCNC(=O)CCS(=O)(=O)c2cc3c(cc2Cl)NC(=O)CO3)c1,-0.9,1,15,-1,0.9,26,-6,-1.0,3.2,4
CCN1CCN(c2ccc(NC(=O)c3ccc4c(c3)[nH]c(=O)n4Cc3ccc(F)cc3)cc2)CC1,-0.3,-5,7,-3,4.1,-15,-6,0.4,-1.2,4
Cc1cc(N/C(=N/S(=O)(=O)c2cc(F)ccc2F)c2ccccc2)n(-c2ccccc2)n1,2.0,-2,-2,4,1.6,-2,2,3.9,3.0,1
CC1CCCCC1NS(=O)(=O)c1ccc(S(=O)(=O)N2CCCC2)cc1 (configuration not stated),-1.2,0,2,-7,-2.8,-1,?,-0.5,0.8,-2
COC(=O)c1cc(OC)c(OC)cc1NC(=O)Cc1cccs1,-0.1,1,1,-2,4.1,15,-5,-1.3,0.2,-2
